uPA surface inh – qHTS for Inhibitors of Cell Surface uPA Generation | cell surface uPA generation assay, qHTS | Potency, µM (series often up to 38.3 µM), inactives show at the top dose activity change, negative = inhibition, actives largely listed as inhibitors | 330,000 tested, 0.31% active; active = well fitted inhibition curve with a large enough effect; inconclusive = small, poorly fitted or top-dose-only effect; inactive = no such curve, though single readings can be large or run the other way; tested in mouse RAW 264.7 cells; note: potency is the fitted concentration of half-maximal effect; % is set by controls: 0 for no effect and ±100 for the full control effect; nearly all actives have a fitted effect of over 55% in size
Integrin act MD – qHTS for Activators of Integrin-Mediated Alleviation for Muscular Dystrophy; alpha7betagal myoblasts, beta-gal FDG fluorescence, 48 h; Potency, µM (doses to about 38.3 µM), inactives show top-dose activation, hits mostly activators; 350,000 tested, 0.064% active; AID 624291, 2012;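 note: potency is the fitted concentration of half-maximal effect; 100% = response of the positive control SU9516; nearly all actives have a fitted effect of over 60% in size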
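alpha7betagal+/- myoblasts (passage 13, 250/well) treated 48 h at 37C with compounds at 1:260 dilution of DMSO stock. Lysed, then beta-galactosidase activity read as FDG fluorescence (ex 480/em 540) after 30 min, with pre-read for autofluorescence.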
B2AR arrestin – qHTS assay of beta-arrestin-biased ligands of beta2-adrenergic receptor; Beta-2 adrenergic receptor (Homo sapiens), P07550; beta-arrestin recruitment to beta2AR, cell-based reporter; Potency, µM (top dose mostly 46.1 µM), inactives show top-dose activation, hits mostly activators; 330,000 tested, 0.02% active; AID 492947, 2010;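 note: potency is the fitted concentration of half-maximal effect; 0% = DMSO controls and full agonism = EC100 isoproterenol or metaproterenol; nearly all actives have a fitted effect of over 65% in size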
Target sequence (P07550 whole entry, looked up): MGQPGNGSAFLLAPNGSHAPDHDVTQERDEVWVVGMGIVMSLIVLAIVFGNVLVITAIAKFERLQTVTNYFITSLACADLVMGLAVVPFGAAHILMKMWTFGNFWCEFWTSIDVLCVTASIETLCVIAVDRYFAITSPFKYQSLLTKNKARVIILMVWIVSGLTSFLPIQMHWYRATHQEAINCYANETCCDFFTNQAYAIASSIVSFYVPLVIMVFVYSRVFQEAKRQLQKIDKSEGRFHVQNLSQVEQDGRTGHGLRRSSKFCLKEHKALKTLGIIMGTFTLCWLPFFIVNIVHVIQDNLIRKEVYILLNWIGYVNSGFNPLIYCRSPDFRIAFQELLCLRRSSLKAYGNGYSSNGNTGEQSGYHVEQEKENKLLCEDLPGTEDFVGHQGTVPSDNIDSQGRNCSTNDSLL
TRPV1 ag – HTS Assay for Compounds that Act as Agonists of the Vanilloid Receptor 1. 320,000 tested, 0.19% active. Transient receptor potential cation channel subfamily V member 1 (Homo sapiens), Q8NER1. activation, % at 8.33 µM. TRPV1-expressing cells, Fluo-8 calcium influx, agonist mode; in the data active = activation above about 80%; inconclusive = between about 30% and that limit; note: 0% is about no effect
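TRPV1-expressing cells were cultured overnight at 35.5C and loaded with Fluo-8 calcium dye for 40 to 90 min at room temperature. After a 10 s baseline, compound was added and calcium influx was read kinetically for 3 min (ex 480/em 520 nm).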
ELG1 genotox – qHTS screen for small molecules that induce genotoxicity in human embryonic kidney (HEK293T) cells expressing luciferase-tagged ELG1 | Potency, µM (top dose mostly 46 µM), inactives show at the highest dose activity change, positive = activation, usual class: activators | HEK293T ELG1-luciferase reporter, luminescence, 16 h | 330,000 tested, 1.3% active | AID 504466, 2011; note: potency is the fitted concentration of half-maximal effect; % of control where 0% means no effect; nearly all actives have a fitted effect of over 60% in size
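HEK293T cells expressing luciferase-tagged ELG1 were treated with compound or DMSO for 16 hr at 37°C. Luciferase activity was then read after 30 min with ONE-Glo at room temperature; rising signal flags genetic stress.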
PTAP TSG101 blk – qHTS Assay for Iinhibitors of HIV-1 Budding by Blocking the Interaction of PTAP/TSG101. Tumor susceptibility gene 101 protein (Homo sapiens), Q99816. Fluorescence polarization, FITC-PTAP peptide / Tsg101 binding. Potency, µM (highest dose often 115 µM), for inactives: top-dose activity change, negative = inhibition, hits mostly inhibitors. 340,000 tested, under 10 active. AID 493005, 2010; active = well fitted inhibition curve with a large enough effect in the main read-out, with a control signal flat, not every such curve was filed as active; inconclusive = small, poorly fitted or top-dose-only effect, or effect the other way, or a change in a side signal; inactive = no such curve, though single readings can be large or run the other way; note: potency is the fitted concentration of half-maximal effect; % of control where 0% means no effect
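Fluorescence polarization binding of Tsg101 binding domain (10 uM final) to FITC-labeled PTAP peptide (50 nM final) in HEPES pH 7.5 buffer with NaCl, Tween 20, EDTA, TCEP. Compounds added before peptide; binding 20 min at RT.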
Eya2 inh – qHTS Assay for Inhibitors of the Phosphatase Activity of Eya2 | recombinant Eya2, OMFP fluorescence dephosphorylation (OMFP is methylfluorescein phosphate) | Protein phosphatase EYA2 (Homo sapiens), O00167 | 330,000 tested, 0.006% active | Potency, µM (top dose mostly 76.9 µM), inactives show at the highest dose activity, negative = inhibition, usual class: inhibitors; note: potency is the fitted concentration of half-maximal effect; % is set by controls: 0 for no effect and ±100 for the full control effect
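Eya2 protein (added as 0.2 uM solution) was preincubated with compound for 10 min at ambient temperature in 50 mM HEPES pH 7.5, 50 mM NaCl, 5 uM MgCl2, 0.05% BSA, 1 mM DTT. OMFP (added at 50 uM) then reacted 10 min; fluorescence read at 485/525 nm.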
p53 reactivator – qHTS assay for re-activators of p53 using a Luc reporter; H1299 p53-A138V BP100-luciferase reporter, luminescence, 24 h; Potency, µM (doses to about 92.2 µM), for inactives: at the top dose activity change, positive = activation, hits mostly activators; 320,000 tested, 0.063% active; AID 504706, 2011; note: potency is the fitted concentration of half-maximal effect; % of control where 0% means no effect; nearly all actives have a fitted effect of over 45% in size
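p53-null H1299 cells stably carrying temperature-sensitive p53-A138V and a BP100-luciferase reporter were pinned with compounds (4-point, 1:5 series) and held 24 hrs at 37 deg C. Luminescence was read 10 min after detection reagent.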
USP2a block – qHTS Assay for Inhibitors of Ubiquitin-specific Protease USP2a Using CHOP2 as the Reporter | Potency, µM (highest dose often 38.3 µM), inactives show top-dose activity change, negative = inhibition, most hits filed as inhibitors | USP2 core, Ub-CHOP2 coupled fluorogenic reporter, 485/531 | Ubiquitin carboxyl-terminal hydrolase 2 (Homo sapiens), O75604 | 330,000 tested, 0.01% active | AID 463254, 2010;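 note: potency is the fitted concentration of half-maximal effect; plate controls were DMSO wells for no effect and full inhibition by NEM control for full effect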
Target sequence (O75604 whole entry, looked up): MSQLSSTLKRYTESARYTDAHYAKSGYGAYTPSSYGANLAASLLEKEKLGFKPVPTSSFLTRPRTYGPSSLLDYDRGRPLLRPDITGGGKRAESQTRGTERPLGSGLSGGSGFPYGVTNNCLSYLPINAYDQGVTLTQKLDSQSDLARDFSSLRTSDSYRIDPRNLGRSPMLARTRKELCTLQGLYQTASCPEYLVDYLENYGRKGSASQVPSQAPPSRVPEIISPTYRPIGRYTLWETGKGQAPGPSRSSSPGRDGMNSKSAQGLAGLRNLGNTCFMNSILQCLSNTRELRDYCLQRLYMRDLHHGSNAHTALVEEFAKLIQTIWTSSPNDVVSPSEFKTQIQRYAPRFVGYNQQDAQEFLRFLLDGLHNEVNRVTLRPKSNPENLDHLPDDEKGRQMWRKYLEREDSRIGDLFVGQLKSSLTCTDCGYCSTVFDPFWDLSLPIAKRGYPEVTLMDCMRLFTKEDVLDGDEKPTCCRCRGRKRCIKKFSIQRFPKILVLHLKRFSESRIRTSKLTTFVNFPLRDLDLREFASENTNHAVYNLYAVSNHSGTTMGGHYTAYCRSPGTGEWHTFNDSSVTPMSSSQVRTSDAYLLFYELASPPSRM
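Deubiquitinase activity read as fluorescence (485/531 nm) after Ub-CHOP2 cleavage activates the enterokinase reporter on its substrate; USP2 core 10nM, Ub-CHOP2 and substrate 25nM each, 30min compound preincubation then 60min RT; data normalized to NEM, curves fitted.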
BRCA1 expr act – qHTS Assay to Identify Small Molecule Activators of BRCA1 Expression; MCF7-BRCA1-FFLuc reporter, luminescence, 48 h; response scale: scaled: vehicle 0%, 10 µM genistein 100%; Potency, µM (doses to about 46.1 µM), without a hit: at the highest dose activation, hits mostly activators; 380,000 tested, 1.1% active; AID 624202, 2012; note: potency is the fitted concentration of half-maximal effect; nearly all actives have a fitted effect of over 80% in size; some results filed as inactive show a strong effect at the top dose
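Using MCF7 cells harboring a BRCA1 firefly luciferase reporter, plated 2 h before compound pinning, the screen measured luminescence after 48 h incubation. Responses were normalized to DMSO and 10 microM genistein, then fitted for concentration-effect.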
ASM inhibitor – Inhibitors of Secretory Acid Sphingomyelinase (S-ASM): qHTS. placental ASM, HMU-PC fluorogenic substrate, 60 min. Potency, µM (top dose mostly 57.5 µM), without a hit: at the highest dose activity change, negative = inhibition, actives largely listed as inhibitors. AID 504937, 2011. 340,000 tested, 0.006% active. Sphingomyelin phosphodiesterase (Homo sapiens), P17405; note: potency is the fitted concentration of half-maximal effect
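Fluorogenic HMU-PC substrate (9 uM final) is turned over by placental ASM in 60 min at 37 C after a 10 min compound preincubation. Reaction ended by alkaline stop (pH 10), with fluorescence read at 386/447 nm.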
Active calls of the source: *; ? = inconclusive; / = not tested or not shown; & = joins results of further samples; [ ] = another dose, or the depositor's remark. Unless noted, calls come from the whole dose curve; as a rule, active = well fitted curve in the direction sought with a large enough effect; inconclusive = small, poorly fitted or top-dose-only effect, or another doubt; inactive = no such curve, though single readings can be large; an effect the other way counts as inactive or inconclusive. An unsorted share of the library. Share with any hit: about 2.6%.

Results follow in this order: uPA surface inh	Integrin act MD	B2AR arrestin	TRPV1 ag	ELG1 genotox	PTAP TSG101 blk	Eya2 inh	p53 reactivator	USP2a block	BRCA1 expr act	ASM inhibitor
(1) N#Cc1cc([N+](=O)[O-])ccc1NCCN1CCOCC1
  3%	-24%	0.0%	4	-2%	-5%	1%	-2%	0%	0%	-2%
(2) CN(C)CC(=O)c1c[nH]c2ccccc12
  -2%	-12%	-0.4%	1	-1%	0%	11%	2%	2%	-3%&21%	0%
(3) CCC(CC)C(=O)c1c[nH]c(C(=O)NCCc2ccccn2)c1
  -3%	-1%	-0.1%	1	0%	2%	11%	-1%	3%	0%	4%
(4) COCCNC(=O)CSc1nc2ccccc2c(=O)n1-c1cccc(OC)c1
  /	-7%	0.0%	-4	7%	-3%	-3%	2%	1%	-19%	0%
(5) CC(Oc1coc(CN2CCN(C(=O)c3ccco3)CC2)cc1=O)c1ccccc1 (stereo unspecified)
  0%	0%	0.0%	-3	-1%	-4%	4%	3%	1%	-9%	-2%
(6) O=C(CSc1nc2ncccc2[nH]1)c1cccc([N+](=O)[O-])c1
  -7%	-17%	0.2%	5	2%	-1%	-5%	5%	-2%	2%	0%
(7) CCOCCCNC(=O)C1CCC(=O)N1CCc1ccccc1 (stereo unspecified)
  0%	-26%	0.1%	-7	-4%	0%	18%	/	3%	9%	2%
(8) CC1(C)Cc2ccccc2-c2nnc(SCc3ccc(C#N)cc3)n21
  4%	15%	-0.5%	13	-6%	-2%	-2%	0%	-2%	3%	1%
(9) COCCCNc1nc2c(-c3cccc(C)c3)nnn2c2ccc(Cl)cc12
  -4%	-11%	-0.2%	13	16%	-2%	4%	10%	0%	-21%	163%[activator]
(10) CCN(CC)S(=O)(=O)c1ccc(C(=O)OCC(=O)Nc2sc3c(c2C#N)CCCCC3)cc1
  -5%	13%	-0.4%	8	10%	-1%	8%	?	4%	40%	-1%
(11) C[C@]12c3[nH]c4cc(-c5ccco5)ccc4c3CCN1C(=O)[C@@H](CC(=O)NCCC1=CCCCC1)C[C@@H]2C(=O)N1CCCCC1
  ?	-1%	0.3%	/	-4%	2%	-2%	6%	1%	-69%	-23%
(12) COc1ccc(OC)c(Nc2nc3nonc3nc2N2CCCC(C)C2)c1 (stereo unspecified)
  6%	?	-0.1%	5	1%	2%	-19%	-2%	0%	-4%	-2%
(13) CC(=O)c1c(C)[nH]c(C(=O)N2CC(C)CC(C)C2)c1C (stereo unspecified)
  10%	41%	-0.5%	3	0%	-5%	1%	-2%	2%	-15%	0%
(14) CCOc1ccccc1NC(=O)c1ccc(OCC(=O)N2CCOCC2)c(OC)c1
  7%	29%	-0.8%	/	3%	-4%	-8%	-6%	1%	8%	1%
(15) O=c1c(-c2ccco2)[n+]([O-])c2ccccc2n1OCc1ccccc1
  ?	29%	-0.5%	-3	-8%	-7%	-9%	2%	-1%	-22%	38%[activator]
(16) CCCCc1ccc(NC(=O)Nc2cnccn2)cc1
  ?	-7%	1.2%	0	6%	-6%	-4%	-3%	-1%	67%	-5%
(17) CCN(CC)C(=O)CSc1nc2ccccc2c(=O)[nH]1
  -1%	-13%	0.2%	1	9%	-1%	14%	1%	2%	0%	0%
(18) O=c1oc(-c2ccccc2)c(-c2ccccc2)c2ccccc12
  -6%	10%	/	/	/	-3%	/	/	/	-19%	1%
(19) Cc1sc2ncnc(NCCCn3ccnc3)c2c1C
  4%	28%	-0.4%	-2	0%	1%	6%	1%	1%	-47%	2%
(20) COC(=O)C(C)NS(=O)(=O)c1ccc(NC(C)=O)cc1 (stereo unspecified)
  2%	2%	-0.1%	0	1%	-1%	20%	7%	3%	18%	1%
(21) COc1cc(C)c(Cl)cc1S(=O)(=O)n1ccnc1C
  -6%	0%	-0.9%	4	-1%	-8%	-16%	-4%	-4%	0%	1%
(22) O=C(NC1CCN(C(=O)Nc2ccc(F)cc2)CC1)c1ccccc1F
  -1%	11%	0.0%	16	0%	-5%	-1%	-5%	1%	-2%	0%
(23) Cc1noc(C)c1Cn1nc(C(=O)O)c2ccccc2c1=O
  1%	-10%	0.2%	-2	5%	-4%	-6%	-2%	-2%	-22%	-2%
(24) CC(=O)Oc1ccc(-c2cccc(C(=O)O)c2)cc1
  4%	10%	0.1%	-1	?	-8%	3%	16%	3%	84%	1%
(25) COc1ccc(OC)c(NC(=O)CS(=O)(=O)c2ccccc2)c1
  /	-6%[7.66 µM]	-0.3%	-1	-1%	-1%	-2%	0%	1%	0%	11%
(26) O=C(COC(=O)c1ccc(Cl)nc1)NCCc1ccc(Cl)cc1
  1%	-11%	0.4%	/	-2%	0%	-3%	-8%	2%	-1%	-3%
(27) CN(C)c1ccc(NS(=O)(=O)c2cc(Cl)ccc2Cl)cc1
  -10%	11%	-0.4%	-3	5%	1%	0%	?	3%	-54%	-7%
(28) O=c1[nH][nH]c(C(F)(F)F)c1C=NCc1cccs1
  6%	-5%	0.1%	0	4%	-1%	7%	0%	1%	-3%	1%
(29) COc1ccc(CNc2oc(COc3ccc(Cl)cc3)nc2C#N)cc1
  2%	?	-0.7%	7	-9%	-5%	0%	-8%	1%	-26%	-3%
(30) O=C1CCC/C(=N\NC(=O)c2ccc(NS(=O)(=O)c3ccc(Br)cc3)cc2)C1
  7%	10%	-0.1%	8	1%	-4%	-5%	-2%	3%	-4%	1%

Of the compounds above, 2 contain fluorine:
Results follow in this order: uPA surface inh	Integrin act MD	B2AR arrestin	TRPV1 ag	ELG1 genotox	PTAP TSG101 blk	Eya2 inh	p53 reactivator	USP2a block	BRCA1 expr act	ASM inhibitor
(22) O=C(NC1CCN(C(=O)Nc2ccc(F)cc2)CC1)c1ccccc1F
  -1%	11%	0.0%	16	0%	-5%	-1%	-5%	1%	-2%	0%
(28) O=c1[nH][nH]c(C(F)(F)F)c1C=NCc1cccs1
  6%	-5%	0.1%	0	4%	-1%	7%	0%	1%	-3%	1%

The listing picks up with the two entries that preceded the break.
Results follow in this order: uPA surface inh	Integrin act MD	B2AR arrestin	TRPV1 ag	ELG1 genotox	PTAP TSG101 blk	Eya2 inh	p53 reactivator	USP2a block	BRCA1 expr act	ASM inhibitor
(29) COc1ccc(CNc2oc(COc3ccc(Cl)cc3)nc2C#N)cc1
  2%	?	-0.7%	7	-9%	-5%	0%	-8%	1%	-26%	-3%
(30) O=C1CCC/C(=N\NC(=O)c2ccc(NS(=O)(=O)c3ccc(Br)cc3)cc2)C1
  7%	10%	-0.1%	8	1%	-4%	-5%	-2%	3%	-4%	1%
(31) Cc1cccc2c1OCC/C2=N\NC(=O)COc1ccccc1Cl
  /	1%	-0.3%	/	?	-4%	-10%	13%	-1%	?	-8%
(32) CCOC(=O)C1=C(N)Oc2c(oc(CO)cc2=O)C1c1c(F)cccc1Cl (stereo unspecified)
  -4%	-7%	-1.0%	-3	8%	-5%	-2%	-1%	0%	0%	0%
(33) Clc1ccc(Nc2ncnc3ccc(Br)cc23)cc1
  6%	?	0.5%	-2	-9%	-3%	3%	20%	-5%	-69%	-18%
(34) Cc1ccc(S(=O)(=O)CCc2nnc(NC(=O)C3CCCO3)s2)cc1 (stereo unspecified)
  5%	16%	-0.1%	-1	-1%	-2%	-26%	1%	-1%	-5%	2%

Values by screen from the entries so far.
TRPV1 ag, entries 31 to 34, in order: /, -3, -2, -1

Screening results deposited in PubChem BioAssay by National Center for Advancing Translational Sciences (NCATS).
